Screening data: PubChem BioAssay, Icahn School of Medicine at Mount Sinai
ROC1-CUL1 inh – inhibitors of human ROC1-CUL1 ubiquitin ligase activity; P62877+Q13616; in vitro K48 di-Ub FRET, acceptor:donor ratio, 45 min; inhibition, % at 10 µM; 140,000 tested, 0.6% active; in the data active means inhibition above about 25%
An asterisk follows results filed as active. Some of the compounds tested (hit frequency here may not be typical).

COC(=O)CNC(=O)C1CCCN1c1nc(C)c2ccc(S(C)(=O)=O)cc2n1 (stereo unspecified)
  ROC1-CUL1 inh = 1
COc1ccc(-n2nc(C(=O)Nc3cccc(C)n3)c3c4ccccc4n(C)c3c2=O)cc1
  ROC1-CUL1 inh = -4
O=C(N/N=C/c1ccc(F)cc1)c1ccncc1
  ROC1-CUL1 inh = -6
CCC(O)c1nc2ccccc2n1Cc1ccccc1Cl (stereo unspecified)
  ROC1-CUL1 inh = -4
COCCCNc1ncnc2sc(C(=O)NCC(C)C)c(C)c12
  ROC1-CUL1 inh = 1
O=[N+]([O-])c1cccnc1N/N=C\c1ccccc1F
  ROC1-CUL1 inh = -4
COc1cccc(Nc2ncc(CN(C)Cc3cccnc3)s2)c1
  ROC1-CUL1 inh = -5
Cc1ccc(CCNC(=O)c2ccc3c(c2)N(Cc2cccc(Cl)c2)C(=O)c2ccccc2S3(=O)=O)cc1
  ROC1-CUL1 inh = -6
CCOC(=O)c1c(C)nc2sc3c(=O)n(CC(N)=O)nnc3c2c1-c1ccc(Cl)cc1
  ROC1-CUL1 inh = 0
O=C1C2CCCN2C(=O)N1CCN1CCN(c2cccc(C(F)(F)F)c2)CC1 (stereo unspecified)
  ROC1-CUL1 inh = -3

The closing 7 entries of the section above are carried over, then new ones follow:
CCC(O)c1nc2ccccc2n1Cc1ccccc1Cl (stereo unspecified)
  ROC1-CUL1 inh = -4
COCCCNc1ncnc2sc(C(=O)NCC(C)C)c(C)c12
  ROC1-CUL1 inh = 1
O=[N+]([O-])c1cccnc1N/N=C\c1ccccc1F
  ROC1-CUL1 inh = -4
COc1cccc(Nc2ncc(CN(C)Cc3cccnc3)s2)c1
  ROC1-CUL1 inh = -5
Cc1ccc(CCNC(=O)c2ccc3c(c2)N(Cc2cccc(Cl)c2)C(=O)c2ccccc2S3(=O)=O)cc1
  ROC1-CUL1 inh = -6
CCOC(=O)c1c(C)nc2sc3c(=O)n(CC(N)=O)nnc3c2c1-c1ccc(Cl)cc1
  ROC1-CUL1 inh = 0
O=C1C2CCCN2C(=O)N1CCN1CCN(c2cccc(C(F)(F)F)c2)CC1 (stereo unspecified)
  ROC1-CUL1 inh = -3
CNC(=O)CSCc1c(F)cccc1Cl
  ROC1-CUL1 inh = 10
CC1CCC2(CC1)C(C(=O)C(C)(C)C)C2(C#N)C#N (stereo unspecified)
  ROC1-CUL1 inh = -8
CN1CCC(=C2c3ccccc3CSc3sccc32)CC1
  ROC1-CUL1 inh = -13
CNC(=O)c1ccc2nc(CCc3ccccc3)oc2c1
  ROC1-CUL1 inh = 4
Cc1cc(OC(=O)c2ccccc2)cc(=O)o1
  ROC1-CUL1 inh = -6
CN(C)c1cccc2c(C(NS(=O)(=O)c3ccc(Cl)cc3)C(Cl)(Cl)Cl)ccc(N(C)C)c12 (stereo unspecified)
  ROC1-CUL1 inh = -7
Cc1c(Cl)cccc1NC(=O)CSc1nc(-c2ccc3c(c2)OCO3)ccc1C#N
  ROC1-CUL1 inh = -12
Cc1cccc(C)c1NS(=O)(=O)c1ccc(I)cc1
  ROC1-CUL1 inh = -2
Cn1cc(/C=C2\SC(=O)NC2=S)c2ccccc21
  ROC1-CUL1 inh = 7
COc1ccc(CCNC(=O)Cn2c(=O)nc(-c3ccccc3)c3ccccc32)cc1OC
  ROC1-CUL1 inh = -7
COc1c(Br)cc(Cl)cc1C1C2=C(CC(C)(C)CC2=O)OC(=N)C1C#N (stereo unspecified)
  ROC1-CUL1 inh = -2
COc1cccc(C(=O)Nc2ccccc2OCc2cc(=O)n3ccccc3n2)c1
  ROC1-CUL1 inh = 1
CCCNS(=O)(=O)Cc1ccc(Cl)c(Cl)c1
  ROC1-CUL1 inh = 13
